PriA SSB inh: blocks PriA binding to SSB C-terminal tail; AlphaScreen SSBct-PriA binding, biotinylated peptide; inhibition, % at 33 µM; 430,000 compounds, 0.6% hits; AID 1272365; in the data active = inhibition mostly above about 37%, no sharp cut-off; inactive = mostly below about 20%;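 note: plate controls were negative control peptide for no effect and reference peptide for full effect; strong numbers were not always called active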
Starred values were filed as active, the others as inactive; & = joins results of further samples. This is a subset. The share of hits here may be higher or lower than overall.

SMILES	PriA SSB inh
O=C(Cc1ccc2c(c1)OCO2)NCCN1Cc2cc(Cl)ccc2OCC1=O	-18
Cn1c(=O)n(C)c2cc(C=Nn3cnnc3)ccc21	-13
O=C(c1ccc(S(=O)(=O)NCc2ccco2)o1)N1CCc2ccccc21	-2
COc1ccccc1-n1c(O)c(C=C2N=c3ccccc3=N2)sc1=S	18
CSc1ncc(Cl)c(C(=O)Nc2nc3c(C)cccc3s2)n1	14
O=S(=O)(NN=Cc1ccc2c(c1)OCO2)c1ccc(Br)cc1	-8
COc1cnc(-c2ccccn2)nc1OC	112*
O=C(Cn1cccc(-c2nc(-c3ccccc3)no2)c1=O)Nc1cccc(Br)c1	-15

Shown field by field: part of the list above
molecule: CSc1ncc(Cl)c(C(=O)Nc2nc3c(C)cccc3s2)n1
  PriA SSB inh: 14

molecule: O=S(=O)(NN=Cc1ccc2c(c1)OCO2)c1ccc(Br)cc1
  PriA SSB inh: -8

molecule: COc1cnc(-c2ccccn2)nc1OC
  PriA SSB inh: 112*

molecule: O=C(Cn1cccc(-c2nc(-c3ccccc3)no2)c1=O)Nc1cccc(Br)c1
  PriA SSB inh: -15

(cont.)
SMILES	PriA SSB inh
CC(=O)Nc1cccc(NC(=O)CSc2nc(CC(=O)NC(C)c3ccccc3)cs2)c1 (stereo not given)	0
O=S(=O)(NCCC(O)C1CCOCC1)c1ccc(-n2cccn2)cc1 (stereo not given)	1
CCC(=O)Nc1ccc(SCc2ccccn2)nn1	-5&-1
O=C(NCC(c1ccco1)N1CCOCC1)c1cccs1 (stereo not given)	6
N#Cc1ccccc1NC(=O)C(=O)NCCN1CCOCC1	-26
CN1CCCCc2c1nc1ccccc1c2N	-11
Cc1nnc2ccc(OCCNS(=O)(=O)c3ccc(Cl)cc3)nn12	-7
COc1cccc(NC(=O)N2CCC(CSc3ccccn3)CC2)c1OC	2
Cn1nc(CNC(=O)c2c(F)cccc2Cl)cc1-c1ccccn1	-13
COC(=O)c1ccc(Cn2cccc(-c3nc(C)no3)c2=O)o1	-6
COc1cccc2cc(C(=O)N3CCc4nc(NC(=O)c5cc(C)on5)sc4C3)oc12	-2
COc1cc(-c2ccc(NC(=O)c3ccc(Br)s3)c(OC)c2)ccc1NC(=O)c1ccc(Br)s1	2
CCOC(=O)c1c(NC(=O)CCN2CCN(C)CC2)sc2c1CCCCC2	14
COc1ccc(Cl)cc1NC(=O)N1CCN(c2cc(-n3cccc3)nc(C)n2)CC1	16
COC(=O)/C=C1\SC(=NNC(=O)c2ccccc2)NC1=O	-7
CC1CCN(S(=O)(=O)c2ccc(C(=O)N=c3sc4cc5c(cc4n3C)OCO5)cc2)CC1	-24
CCn1nc(C)c(CNC(=O)Cn2cnc3c([nH]c4ccc(C)cc43)c2=O)c1C	0
CCOC(=O)C1CCCN(C(=O)NC2CC(=O)N(c3ccc(Cl)cc3)C2)C1 (stereo not given)	-19&-1
O=C(NCc1ccc2c(c1)OCO2)[C@H]1CCCN(c2ccc(-n3cncn3)nn2)C1	-4
COc1ccc(C2C(=C(O)c3ccc(C)cc3)C(=O)C(=O)N2C)c(OC)c1 (stereo not given)	-22
COc1ccc(F)cc1S(=O)(=O)NC1CCCC(O)C1 (stereo not given)	7
O=S(=O)(c1ccc(OC(F)(F)F)cc1)N1CCN(c2ccc3nncn3n2)CC1	-5
Cn1nc(-c2cccs2)cc1C(=O)N1CCCC(c2nnc(-c3ccccc3F)s2)C1 (stereo not given)	6
Cn1c2c(c(=O)n(C)c1=O)C(c1cccc(F)c1)C1=C(CC(C)(C)CC1=O)N2 (stereo not given)	0
CCc1ccc(C(=O)NN=Cc2cccc3ccccc23)nc1	10
Cn1c(=O)c2c(=S)nc(C3CC3)[nH]c2n(C)c1=O	3
CCOC(=O)CSc1nc2c(-c3ccccc3)c[nH]c2c(=O)n1Cc1ccccc1OC	0
CCc1cccc(CC)c1NC(=O)CC(NCCC1=CCCCC1)C(=O)O (stereo not given)	-1
COc1cc(C2NC(=O)NC3=C2C(=O)N(Cc2ccco2)C3)cc(OC)c1OC (stereo not given)	0&19
C=CCN1C(=O)C(C)(C)COc2ccc(NS(=O)(=O)c3ccc(C)c(Cl)c3)cc21	-4
Cn1cc(C(O)CNS(=O)(=O)c2ccc3c(c2)CCCC3)c2ccccc21 (stereo not given)	20
CN(C)CCCON=C(c1ccccc1)c1ccncc1	6
NC(Cc1cccc2ccccc12)=NOC(=O)Cc1cccs1	-69
O=C(Cc1cccs1)Nc1ccc2c(c1)CC(=O)N2	4
Cc1ccccc1OCCCCn1c(CN2CCOCC2)nc2ccccc21	-3
C=Cc1ccc(CSc2nccn3nc(-c4ccccc4)cc23)cc1	-20
Cc1nc2c(SCc3cccnc3)nnc(-c3ccccc3)c2s1	-15
O=C(Cn1ncn2nc(-c3ccc(F)cc3)cc2c1=O)N1CCCC1	-2
COc1cccc2cc(C(=O)Nc3ccc4c(c3)C(=O)N(C)C4=O)oc12	-6&13
COc1c(O)ccc(C=NNC(=O)c2ccc3c(c2)OCO3)c1[N+](=O)[O-]	-6
COc1ccc(N2C[C@@H](CNC(=O)Nc3ccc(C(C)(C)C)cc3)CC2=O)cc1	-2
O=C1CC(c2cccs2)CC(=O)N1Cc1cc(F)ccc1F	-10
COCCCN1C(=O)C(=O)C(=C(O)c2ccc(OC)cc2C)C1c1cccnc1 (stereo not given)	-3
O=C1CCc2cc(NS(=O)(=O)c3ccc4c(c3)OCCO4)ccc2N1	4
Cc1ccccc1[C@@H]1CC(c2ccc(NS(C)(=O)=O)cc2)=NN1C(=O)C(C)(C)C	-5
Cc1cc(NC(=O)c2ccco2)n(-c2nc3ccccc3s2)n1	-14
Cc1c(C=NNC(=O)c2cc(=O)[nH]c(=O)[nH]2)c2ccccn2c1C(=O)c1ccccc1	-16
Cc1cccn2cc(CCNC(=O)c3ccc(C(F)(F)F)cc3)nc12	1&19
CCc1n[nH]c(=S)n1N=Cc1ccc(-c2ccc(Br)cc2)o1	-9
COc1ccc(C2c3c(cc(C)n(CCN4CCOCC4)c3=O)OC(=N)C2C#N)c(OC)c1OC (stereo not given)	-11
O=S(=O)(/C=C/c1ccccc1)N1CC(n2ccnn2)C1	-14
Cc1ccccc1Nc1ncnc2c1c(-c1ccccc1)cn2-c1ccc(Br)cc1	-23
COc1ccc(CC(=O)Nc2ccc(Nc3cc(OC)nc(C)n3)cc2)cc1	-7
COc1ccnc2c1c(=O)n(CC(=O)Nc1ccc(Cl)c(Cl)c1)c(=O)n2C	-2
CC(O)(CNC(=O)CSCc1ccccc1)Cc1ccco1 (stereo not given)	-1
Nc1nnc(CC(=O)NN=Cc2cccc([N+](=O)[O-])c2)s1	-9

Other records follow:
SMILES	PriA SSB inh
Cc1ccccc1CNC(=O)C(=O)NCCC1CCCCN1S(=O)(=O)c1ccc(F)cc1C (stereo not given)	2
COc1cc(N2CCN(C(=O)C3CCC(=O)N3)CC2)nc(C)n1 (stereo not given)	-6
CC1(C)Cc2cccc(OCCCS(N)(=O)=O)c2O1	2
O=C(Nc1nc2ccc(F)cc2s1)c1ccccc1Br	-19
Cc1cc(CNC(=O)c2cc(Br)cs2)c(C)o1	-3
COc1ccc(-c2nc(CSc3nc4ccccc4c(=O)n3C3CCCC3)c(C)o2)cc1	-8
Cc1sc(NC(=O)c2ccc(S(=O)(=O)N(C)c3ccccc3)cc2)c(C#N)c1C	-7
Cc1ccc(C)c(N2C(=O)N(CC(=O)NCc3ccccc3)c3ccccc3S2(=O)=O)c1	13
O=C(NCCn1nc(C(F)(F)F)cc1C1CC1)Nc1cccs1	-23
COc1ccccc1NC(=O)C(=O)NCC(c1cn(C)c2ccccc12)N(C)C (stereo not given)	8
COc1ccc2nc(-c3cccc(NS(=O)(=O)c4ccc5ccccc5c4)c3)cn2n1	7
Cc1c(O)ccc(C=NNc2ncccc2[N+](=O)[O-])c1O	9
O=C(Nc1ccc(-c2ccc(N3CCOCC3)nn2)cc1)c1ccc2c(c1)OCO2	-8
COC(=O)c1ccc(C(=O)Nc2nnc(-c3cc(Cl)ccc3Cl)o2)cc1	0
COCc1cc(C)nc(OCC(=O)NN=Cc2ccc(OC)c(OC)c2)c1C#N	-2
O=c1c2nnn(Cc3cccc(F)c3)c2ncn1Cc1nc(-c2ccc(F)c(Br)c2)no1	2
COc1ccc2nc(N(CCN(C)C)C(=O)c3ccc(S(=O)(=O)N4CC(C)OC(C)C4)cc3)sc2c1 (stereo not given)	19
C=CCn1c(=C(C#N)c2nnc3n2CCCCC3)sc(=Cc2ccc(F)cc2)c1=O	-1
O=C(COc1ccc2ccccc2c1)Nc1ccc(Nc2ccccc2)cc1	-10&0
CCOC(=O)Cn1c(=NC(=O)COc2ccc(Cl)cc2)sc2cc(S(N)(=O)=O)ccc21	8
Cc1ccc(N2C(=O)C3N=NN(c4ccc(Br)c(C)c4)C3C2=O)cc1F (stereo not given)	-10&1
O=C(CSc1nc(-c2ccccc2Cl)ns1)N1CCc2ccccc21	-9
CCOC(=O)CCC(=O)NNC(=O)c1cccn(Cc2ccc(Cl)c(Cl)c2)c1=O	-13
CSc1ncccc1C(=O)N1CCC(c2cccs2)CC1	-3
Cc1ccc(NC(=O)C(=O)NCCC(O)c2ccco2)cc1N1CCCC1=O (stereo not given)	6
Cc1ccc(-c2ccc(=O)n(CC(=O)N3CCCC3)n2)cc1C	-1
CC(=O)CSc1nc2c(c(=O)n(C)c(=O)n2C)n1CC(N)=O	-13
CCOC(=O)N1CCN(C(=O)C2CCc3nn(C)c(=O)cc3C2)CC1 (stereo not given)	-13
Cc1[nH]n(-c2cccc3ccccc23)c(=O)c1C=NNC(=O)c1cccc([N+](=O)[O-])c1	-4
CCOC(=O)N1CCN(S(=O)(=O)c2ccc(C(=O)Nc3c(C(=O)OC)sc4ccccc34)cc2)CC1	3
COc1cc(C=NNC(=O)c2cccnc2)ccc1OC(=O)c1cccc(Br)c1	7
COc1nccnc1OC1CCCN(C(=O)c2cnoc2C)C1 (stereo not given)	-5

Structural class, those above containing a CF3 group
SMILES	PriA SSB inh
O=S(=O)(c1ccc(OC(F)(F)F)cc1)N1CCN(c2ccc3nncn3n2)CC1	-5
Cc1cccn2cc(CCNC(=O)c3ccc(C(F)(F)F)cc3)nc12	1&19
O=C(NCCn1nc(C(F)(F)F)cc1C1CC1)Nc1cccs1	-23

Carrying on.
SMILES	PriA SSB inh
CCCCC(O)=C1C(=O)CCCC1=NCCc1c(C)[nH]c2ccc(OC)cc12	9
O=C(NCC(c1cccs1)S(=O)(=O)c1ccccc1)C(=O)NC1CCCCC1 (stereo not given)	1
CCCn1nc(-c2ccco2)c2sc(N3CCOCC3)nc2c1=O	-8
Nc1c(C(=O)c2ccccc2)sc(Nc2cccc(Cl)c2)c1S(=O)(=O)c1ccccc1	-3
C=Cc1ccc(CSc2nccn3nc(-c4ccc(F)cc4)cc23)cc1	-12
COc1ccc(Cl)cc1NC(=O)COc1coc(CSc2nncn2C)cc1=O	-37
CSc1ccc(Cc2nnc(NC(=O)c3cc(C)nn3C)o2)cc1	-6&2
COc1ccc(C(=O)Oc2ccc(C=NO)cc2)cc1	-5

Copied from the list:
PriA SSB inh result of `COc1ccc2nc(-c3cccc(NS(=O)(=O)c4ccc5ccccc5c4)c3)cn2n1` : 7
PriA SSB inh result of `CCc1n[nH]c(=S)n1N=Cc1ccc(-c2ccc(Br)cc2)o1` : -9
PriA SSB inh result of `COc1ccc(N2C[C@@H](CNC(=O)Nc3ccc(C(C)(C)C)cc3)CC2=O)cc1` : -2

(listing goes on)
SMILES	PriA SSB inh
CCOc1cc(C)ccc1S(=O)(=O)N1CCCC1	-20
O=C(Oc1cccc(C=NNc2nc(Nc3ccccc3)nc(N3CCOCC3)n2)c1)c1ccco1	9
COc1ccc(CCNC(=O)N2CC(Oc3nc4ccccc4s3)C2)cc1	-12
O=S(=O)(N=C(c1ccccc1)N1CCCCC1)c1ccccc1	-6
C=CCn1cc(C=NN2C(=O)C3C4C=CC(C4)C3C2=O)c2ccccc21 (stereo not given)	1
CC(=O)c1cc2c(cc1NC(=NS(=O)(=O)c1ccc(C)cc1)c1ccc(Cl)cc1)OCO2	-9
O=c1[nH]c(=S)c2c(n1Cc1ccccc1Cl)CCC2	1
COc1cccc(CNC(=O)C(=O)Nc2cc(C)nc3ccccc23)c1	-6&0
COc1cccc(Oc2nccn3c(=O)n(CC(=O)NC4CCCCC4)nc23)c1	-6
CCOC(=O)C1CCN(C(=O)C2(c3cccs3)CCCC2)CC1	-17
COc1ccc(C(=O)C=C(N)C(F)(F)F)c(O)c1	8
CC(=O)Oc1cc2c(C(=O)NCc3ccccn3)c(C)oc2c2ccccc12	-10
CCN1CCN(C(=O)c2nc(SC)ncc2Cl)CC1	-1
O=C(c1ccsc1)N1CC(c2nc(-c3ccco3)no2)C1	-10
O=C(COc1ccccc1F)NCC1(c2cccs2)CCCC1	-19
CON=CC(c1ccc(Cl)nc1)S(=O)(=O)c1ccccc1 (stereo not given)	0
O=C(O)c1ccc(NN=Cc2ccc3c(c2)OCO3)cc1	2
O=C(Nc1ccccc1-c1ccc(=O)[nH]n1)C1CCCO1 (stereo not given)	-25
C=CCn1c(CSc2nc3ccccc3s2)nnc1SCC(=O)Nc1ccccc1C(=O)O	-2
CC1(C)NC(=O)N(CN2CCN(CN3C(=O)NC(C)(C)C3=O)CC2)C1=O	-12
Cc1sc2ncnc(Cl)c2c1C	-4
O=C(O)COc1cc(Br)cc(Br)c1O	-1
CCOc1ccc(C=NNC(=O)C2CCCC2)c(OCC)c1	-13
O=C(Nc1cc(Cl)cc(Cl)c1)C12CC3CC(C1)CC(C(=O)Nc1cc(Cl)cc(Cl)c1)(C3)C2	7
CCc1ccc(NC(=O)CSc2nnc3ccc(C(=O)Nc4ccc(C)cc4)cn23)cc1	-4

Compound activity deposited in PubChem BioAssay by Small Molecule Screening Facility, UW Madison.
